APJ antag = antagonists of human APJ apelin receptor; 330,000 tested, 0.32% active; P35414; CHO-K1 APJ beta-arrestin complementation, luminescence; AID 2521; inhibition, % at 20 µM;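 active = inhibition above about 40% at 20 µM, limit read from the data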;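 note: cells challenged with 10 nM apelin-13 agonist together with compound; plate controls were apelin-13 plus DMSO wells for no effect and DMSO wells lacking apelin-13 for full effect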
UPR XBP1 act = activators of adaptive arm of unfolded protein response (XBP1); CHO-XBP1 luciferase reporter, IRE1-XBP1 UPR activation, luminescence; percent of tunicamycin response, DMSO as zero; activation, % at 20 µM; 330,000 tested, 0.33% active; AID 463104;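 active = versus positive control, 20 µM dose yields 30% or more activation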;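 note: 100% = tunicamycin at 10 µg/mL and 0% = DMSO only wells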
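Material: CHO-XBP1 cells stably carrying IRE1-XBP1-driven luciferase reporter / Amount: 1000 cells per well / Compound: 20 µM, 1% DMSO / Times: 6 h treatment, 37 °C / Detection: luciferase luminescence / Measure: % activation of reporter signal versus tunicamycin and DMSO controls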
APJ ag = agonists of human APJ apelin receptor | CHO-K1 APJ PathHunter beta-arrestin, luminescence; 0% DMSO wells, 100% apelin | P35414 | 330,000 tested, 0.11% active | AID 2520 | activation, % at 20 µM;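 active = activation more than six SD over the plate average, tested at 20 µM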;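 note: 0% = DMSO alone and 100% = apelin-13 at 10 nM; some results filed as inactive read as strong as hits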
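Test system: CHO-K1 APJ beta-arrestin complementation cell line. Amount: cell density 1000 per well. Controls: DMSO negative, 10 nM Apelin-13 positive. Signal: luminescent beta-gal fragment complementation, chemiluminescent substrate. Read-out basis: agonist-driven arrestin binding to APJ. Timing: compound stimulation 90 min at 25 °C, detection 60 min.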
tim23-1 inh = tim23-1 yeast growth inhibition; S. cerevisiae tim23-1 growth, BacTiter-Glo luminescence, 24 h; inhibition, % at 20 µM; AID 463212; 330,000 tested, 1.3% active;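 active = growth inhibition of the mutant yeast at or above 50%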;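 note: temperature-sensitive mutant grown at 25 °C; plate controls were DMSO-treated mutant yeast for no effect and medium wells lacking yeast for full effect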
CHOP UPR activ = activators of apoptotic arm of unfolded protein response (CHOP); CHO-CHOP luciferase reporter, UPR activation, luminescence; percent of tunicamycin response over DMSO baseline; activation, % at 10 µM; 330,000 tested, 0.34% active; AID 449763;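 active = at 10 µM dose, activation of 40% or more, normalized to positive control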;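 note: 100% = tunicamycin at 10 µg/mL and 0% = DMSO alone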
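System: CHO CHOP reporter cells. Amount: 500 cells per well. Buffer or medium: F12 medium, 10% FBS. Compound dosing: one dose, 10 µM in 0.5% DMSO. Incubation: 6 h compound exposure at 37 °C after overnight seeding. Technique: Steady-Glo luciferase luminescence. Benchmarks: tunicamycin and DMSO controls.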
697 NFkB inh = inhibitors of the PMA/ionomycin-induced NF-kB reporter in 697 B cells; 697 B-cell NF-kB luciferase reporter, 16 h; inhibition, % at 4 µM; 330,000 tested, 0.33% active; in the data active = inhibition above about 35%
Mdm2 MdmX PPI = disrupts the human Mdm2-MdmX interaction; O15151+Q00987; SaOS-2 split-luciferase Mdm2/MdmX complementation, luminescence; inhibition, % at 8 µM; 330,000 tested, 3% active;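 active = inhibition of at least 50% at 8 µM in the primary screen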
Target sequence (O15151 whole entry, looked up): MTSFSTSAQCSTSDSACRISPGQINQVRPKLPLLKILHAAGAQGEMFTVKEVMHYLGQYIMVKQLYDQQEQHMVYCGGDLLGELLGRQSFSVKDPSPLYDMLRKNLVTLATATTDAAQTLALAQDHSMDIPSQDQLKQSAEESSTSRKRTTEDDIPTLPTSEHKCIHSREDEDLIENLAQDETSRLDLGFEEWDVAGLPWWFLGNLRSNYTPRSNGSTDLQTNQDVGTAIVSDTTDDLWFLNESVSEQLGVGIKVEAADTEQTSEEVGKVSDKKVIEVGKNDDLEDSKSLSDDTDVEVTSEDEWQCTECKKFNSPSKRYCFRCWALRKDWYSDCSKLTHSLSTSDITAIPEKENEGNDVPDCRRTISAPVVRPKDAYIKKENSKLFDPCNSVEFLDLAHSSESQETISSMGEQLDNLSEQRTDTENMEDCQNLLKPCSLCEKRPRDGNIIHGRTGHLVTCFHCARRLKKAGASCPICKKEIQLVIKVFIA
Target sequence (Q00987 whole entry, looked up): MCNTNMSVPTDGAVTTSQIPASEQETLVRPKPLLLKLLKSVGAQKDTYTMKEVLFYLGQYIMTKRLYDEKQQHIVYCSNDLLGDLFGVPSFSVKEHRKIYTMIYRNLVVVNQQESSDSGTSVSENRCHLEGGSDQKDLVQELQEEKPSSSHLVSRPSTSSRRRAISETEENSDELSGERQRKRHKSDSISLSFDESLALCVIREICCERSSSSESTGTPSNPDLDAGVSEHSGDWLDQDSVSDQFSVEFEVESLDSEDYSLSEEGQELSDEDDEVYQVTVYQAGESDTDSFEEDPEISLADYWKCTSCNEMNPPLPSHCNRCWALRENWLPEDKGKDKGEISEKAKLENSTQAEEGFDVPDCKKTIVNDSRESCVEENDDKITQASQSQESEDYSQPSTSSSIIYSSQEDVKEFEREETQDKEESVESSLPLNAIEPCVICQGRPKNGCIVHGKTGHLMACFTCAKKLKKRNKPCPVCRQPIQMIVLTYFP
Jurkat NFkB inh = inhibitors of the PMA/ionomycin-induced NF-kB reporter in Jurkat cells; PMA/ionomycin-induced NF-kB luciferase reporter, luminescence; inhibition, % at 4 µM; 330,000 tested, 0.53% active; AID 435003; in the data active = inhibition above about 50%
* = called active by the depositor. The order is random, and some 5% of all compounds hit somewhere here.

SMILES	APJ antag	UPR XBP1 act	APJ ag	tim23-1 inh	CHOP UPR activ	697 NFkB inh	Mdm2 MdmX PPI	Jurkat NFkB inh
CN(C(=O)CN1C(=O)NC2(CCc3ccccc32)C1=O)C1CCCCC1 (configuration not stated)	10	-2	-3	16	1.0	1	-6	4
CCOC(=O)N1CCc2c(sc3c2c(=O)n(Cc2ccccc2)c(=O)n3CC(=O)NCC2CCCO2)C1 (configuration not stated)	30	-1	-3	3	0.8	-17	25	-7
CC(C)NC(=O)c1cc(-c2cccs2)on1	12	3	1	12	4.2	-59	-63	-55
Cn1c(=O)c(=O)n(C)c2cc(S(=O)(=O)N3CCC(N4CCCCC4)CC3)ccc21	-1	2	-1	-7	-0.1	-21	1	2
Cc1c(C(=O)C(C)C)n(C)c2ccccc12	4	1	-3	13	1.6	-12	-13	-13
Cc1c(OCc2ccccc2)c(=O)ccn1Cc1ccccc1	9	2	-4	8	2.1	-38	7	-36
Cc1nc2c(c(=O)n1CCC1=CCCCC1)c1nc3ccccc3nc1n2/N=C/c1ccco1	24	3	0	4	2.1	10	-8	4
CCC(=O)N1CCN(C(=O)CC)C1c1ccccc1	1	-2	-3	13	-0.9	27	13	-2
Cc1cc(Nc2cccc(O)c2)c2ccccc2n1	5	-1	-3	0	-1.1	9	16	-15
CC(=O)c1cccc(NC(=O)c2ccoc2C)c1	4	-3	-3	5	2.4	17	12	-2
Cc1c(OCC(=O)NCCCN2CCCC2=O)ccc2c3c(c(=O)oc12)CCCC3	5	-3	0	2	2.5	2	5	9
O=C(Nc1ccccc1)N1CCN(CCc2ccccc2)CC1	22	-1	0	-9	-1.8	1	-38	10
COc1cccc(CC(=O)NCC2COc3ccccc3O2)c1OC (configuration not stated)	16	-3	-2	-4	-2.1	9	24	1
CCOC(=O)c1sc(NC(=S)NC(=O)C23CC4CC(CC(C4)C2)C3)cc1C	13	3	-3	-9	2.7	-1	3	9
CC(NC(=O)c1cnccn1)c1ccc(S(N)(=O)=O)cc1 (configuration not stated)	0	-3	-2	11	-1.7	0	-4	2
CC(C)C1Oc2ccccc2N(CC(=O)NC2CCCCC2)C1=O (configuration not stated)	4	-1	-1	21	0.6	22	11	-4
CS(=O)(=O)N1CCc2ccccc2C1	-16	-2	-3	6	-2.7	0	5	-4
COC(=O)Cn1c(=NC(=O)CSCC(=O)NC2CCCCC2)sc2cc(OC)ccc21	19	-1	0	10	-0.6	-6	-17	7
O=C(CNc1ccc(Br)cc1)Nc1ccc(S(=O)(=O)N2CCCC2)cc1	-12	-2	-2	34	1.1	19	32	3
O=C1CCNc2cc3ccccc3cc21	-21	1	5	14	0.6	-7	65*	13
CCOC(=O)N1CCN(C(=O)C2CCN(C(=O)Nc3ccccc3)CC2)CC1	9	-1	-5	1	0.6	-2	17	8
CCOC(=O)C1(CCOc2ccccc2)CCN(Cc2ccc3nonc3c2)CC1	17	-2	-3	32	0.4	-30	9	12
Cc1noc(C)c1NC(=O)Nc1ccc2c(c1)C(=O)N([C@H](C)CO)C[C@H](C)[C@@H](CN(C)S(=O)(=O)c1cn(C)cn1)O2	-2	-2	-3	14	0.9	9	21	12
Cc1c(Nc2nc3ccccc3nc2N2CCN(c3ccccc3)CC2)c(=O)n(-c2ccccc2)n1C	3	0	0	26	-1.1	12	9	-8
COc1cccc(C(=O)NCC(=O)N/N=C/c2cccnc2)c1	8	-3	-3	6	-1.2	8	-15	8
CC(C)Cn1cc(C(=O)N2CCOCC2)c2c3ccccc3n(C)c2c1=O	-17	0	-4	3	-0.7	7	11	-4
N#Cc1c(-c2ccccc2)nc(N2CCOCC2)[nH]c1=O	-18	-2	0	-2	0.9	-9	31	-12
O=C(Nc1ccccc1)c1nc[nH]c1C(=O)NCCCCCCNC(=O)c1[nH]cnc1C(=O)Nc1ccccc1	-2	17	1	12	12	14	87*	11
CC1(C)CC(C(=O)Nc2ccccc2)C(=O)O1 (configuration not stated)	-29	6	2	23	0.6	-21	-9	-18
Cc1cc(C)n2c(Br)c(CSc3nc4ccccc4o3)nc2n1	-12	6	-7	14	3.5	-68	-12	-30
Cc1cccc(OC(C)C(=O)Nc2cc(Cl)ccc2-n2cncn2)c1 (configuration not stated)	-12	0	-2	44	0.1	11	4	-14
c1ccc2c(c1)N1CCN=C1N2CCN1CCCCC1	23	-5	-1	-16	1.2	14	27	-11
CC1CCN(c2nc3c(c(=O)n(C)c(=O)n3C)n2CCSc2ncccn2)CC1	10	0	-4	23	0.7	-1	10	-13
O=C(COC(=O)c1cncc(Br)c1)NCc1ccccc1Cl	-13	-5	-4	9	0.9	-5	-17	3
CC(C)NC(=O)c1cc2nc(-c3ccco3)cc(C(F)(F)F)n2n1	3	-1	3	12	0.9	-21	-8	-22
COc1ccccc1OCC(=O)N1CCNC1=O	-6	0	-3	-12	0.1	17	22	1
O=C(NCC1CC1)Nc1cccs1	-2	-4	-7	11	-0.5	-14	-2	-34
O=C(Nc1scc(-c2ccccc2)c1C(=O)O)c1ccccc1Cl	-20	4	-3	17	0.3	-6	3	-12
O=C(CN1CCCCCC1)Nc1cccc(NC(=O)CN2CCCCCC2)c1	14	-2	-2	2	-1.0	0	-11	4
O=C(NNc1nc2ccccc2s1)Nc1ccc(F)cc1	-12	0	0	0	4.6	-137	-42	-125

Complete entries, quoted from the list. Order of screens: APJ antag, UPR XBP1 act, APJ ag, tim23-1 inh, CHOP UPR activ, 697 NFkB inh, Mdm2 MdmX PPI, Jurkat NFkB inh
CC(C)NC(=O)c1cc2nc(-c3ccco3)cc(C(F)(F)F)n2n1 is listed as 3, -1, 3, 12, 0.9, -21, -8, -22
CC1CCN(c2nc3c(c(=O)n(C)c(=O)n3C)n2CCSc2ncccn2)CC1 is listed as 10, 0, -4, 23, 0.7, -1, 10, -13
O=C(NNc1nc2ccccc2s1)Nc1ccc(F)cc1 is listed as -12, 0, 0, 0, 4.6, -137, -42, -125
O=C(COC(=O)c1cncc(Br)c1)NCc1ccccc1Cl is listed as -13, -5, -4, 9, 0.9, -5, -17, 3
O=C(CN1CCCCCC1)Nc1cccc(NC(=O)CN2CCCCCC2)c1 is listed as 14, -2, -2, 2, -1.0, 0, -11, 4

Following part
SMILES	APJ antag	UPR XBP1 act	APJ ag	tim23-1 inh	CHOP UPR activ	697 NFkB inh	Mdm2 MdmX PPI	Jurkat NFkB inh
O=C(NCC(c1ccco1)N1CCCC1)c1sc2cc(F)ccc2c1Cl (configuration not stated)	-6	2	-6	18	0.3	-19	11	-3
Cc1c(C(=O)O)[nH]c2c1C(=O)CC(c1ccccc1)C2 (configuration not stated)	-17	0	2	3	-2.3	-26	-2	-13
Cc1ccccc1C(=O)NCC(=O)NNC(=O)c1cccc(Cl)c1	1	1	-3	8	-1.2	19	20	-11
N#Cc1nc(COc2ccccc2)oc1NCCN1CCOCC1	13	-2	-3	0	2.6	12	25	-11
CCCC(c1nnnn1CCc1ccccc1)N1CCN(C2CCCC2)CC1 (configuration not stated)	-4	-2	0	17	-0.9	-22	7	-6
O=C(Cn1[nH]c(=O)c2ccccc2c1=O)OCC(=O)N1CCc2ccccc2C1	-2	1	-2	17	0.1	3	19	-3
Cc1cc(C)cc(Oc2coc3c(CN(C)C)c(O)ccc3c2=O)c1	7	-1	-1	11	0.1	-14	-6	-7
Cc1ccc(NC(=O)COc2cccc(-n3cnnn3)c2)cc1[N+](=O)[O-]	14	2	2	-18	0.5	16	24	28
CCn1c2c(c3cc(C(=O)O)ccc31)CCCC2=O	8	-1	3	-5	-0.8	6	0	-3
CCCc1nnc(NC(=O)C2CCN(C(=O)C3CC(=O)N(c4ccc(C)cc4)C3)CC2)s1 (configuration not stated)	4	2	1	5	-0.5	9	20	2

Four structures from above, ordered by SMILES length, smallest number first:
SMILES	APJ antag	UPR XBP1 act	APJ ag	tim23-1 inh	CHOP UPR activ	697 NFkB inh	Mdm2 MdmX PPI	Jurkat NFkB inh
COc1cccc(C(=O)NCC(=O)N/N=C/c2cccnc2)c1	8	-3	-3	6	-1.2	8	-15	8
Cc1c(C(=O)O)[nH]c2c1C(=O)CC(c1ccccc1)C2 (configuration not stated)	-17	0	2	3	-2.3	-26	-2	-13
O=C(CN1CCCCCC1)Nc1cccc(NC(=O)CN2CCCCCC2)c1	14	-2	-2	2	-1.0	0	-11	4
COC(=O)Cn1c(=NC(=O)CSCC(=O)NC2CCCCC2)sc2cc(OC)ccc21	19	-1	0	10	-0.6	-6	-17	7

(further entries)
SMILES	APJ antag	UPR XBP1 act	APJ ag	tim23-1 inh	CHOP UPR activ	697 NFkB inh	Mdm2 MdmX PPI	Jurkat NFkB inh
CCc1ccc(S(=O)(=O)N2CCCC(N3CCN(c4ccc(OC)cc4)CC3)C2)cc1 (configuration not stated)	8	3	-8	13	-2.2	1	12	4
COc1ccc(C)c(-n2c(N)cc(=O)n(Cc3ccccc3)c2=O)c1	12	1	-4	1	-0.5	-9	3	6
COc1ccc(N(CC(=O)NC2CCCC2)S(=O)(=O)c2ccc(NC(C)=O)cc2)cc1	5	-1	-2	0	0.6	15	-21	1
COc1ccc(C(=O)NCC(=O)OCC(=O)NCCC2=CCCCC2)cc1	-8	-2	-3	6	-2.1	-5	18	5
CCCn1c(NC(=S)Nc2ccccc2)nc2ccccc21	-29	0	4	41	1.4	-23	52*	-3
NC(=O)C[C@H]1NC(=O)[C@H](CCC(=O)O)NC(=O)c2cc([N+](=O)[O-])cc(I)c2NCCC[C@@H](C(N)=O)NC1=O	-18	3	12	7	0.2	-8	4	-14
CCc1ccc(Nc2ccc(C(N)=O)cc2[N+](=O)[O-])cc1	10	3	0	31	2.3	-12	15	-2
CN(CC(=O)Nc1cccc(F)c1)C(=O)CNC(=O)Cc1cccc2ccccc12	5	2	-10	18	-1.7	-7	30	7
Cn1c(N)c(C(=O)COc2ccc(C#N)cc2)c(=O)n(C)c1=O	7	0	-1	11	0.9	14	16	-8
Cc1ccc(/C=N/NC(=O)CCn2nc(C)cc2C)c(C)c1	0	-2	-3	4	1.0	4	29	19
O=C(C[n+]1cc(Br)cc(Br)c1)c1ccccc1	-1	-1	-1	17	-1.3	4	10	-9
Cc1ccc(C(C(=O)NC2CCCC2)N(Cc2ccco2)C(=O)CCC(=O)Nc2ccccn2)cc1 (configuration not stated)	2	-4	-3	12	-1.1	-17	23	9

Source: PubChem (Sanford-Burnham Center for Chemical Genomics)
